Screening data: PubChem BioAssay, several laboratories
Wnt act = Wnt/beta-catenin pathway activation; Wnt/beta-catenin reporter cell assay, activator, plate reader; activation, % at 9.35 µM; 300,000 tested, 1.2% active; AID 743398; in the data active = activation above about 30%, passing the limit was not always enough;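 note: 0% = neutral control wells and 100% = positive control wells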
HTR5A inv ag = HTR5A inverse agonism, opioid heterodimer counter-screen. inhibition, % at 9.3 µM. HTR5A cell line, luminescence. 340,000 tested, 0.083% active. AID 504634. P47898; in the data active = inhibition mostly above about 23%, no sharp cut-off; inactive = mostly below about 18%;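 note: 0% = cells with DMSO and 100% = no-cell wells with DMSO; some compounds called inactive have numbers as strong as hits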
Target sequence (P47898 whole entry, looked up): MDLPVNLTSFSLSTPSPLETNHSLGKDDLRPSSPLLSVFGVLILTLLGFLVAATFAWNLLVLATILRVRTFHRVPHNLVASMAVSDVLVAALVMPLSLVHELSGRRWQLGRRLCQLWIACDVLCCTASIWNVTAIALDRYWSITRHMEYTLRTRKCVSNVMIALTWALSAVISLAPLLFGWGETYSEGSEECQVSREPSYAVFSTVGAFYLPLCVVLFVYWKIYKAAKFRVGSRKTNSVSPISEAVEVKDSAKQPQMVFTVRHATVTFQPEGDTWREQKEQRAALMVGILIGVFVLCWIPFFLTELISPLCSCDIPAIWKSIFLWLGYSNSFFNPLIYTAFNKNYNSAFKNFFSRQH
HTR5A ag = counter-screen for OPRM1-OPRD1 agonists: human HTR5A agonism. P47898. HTR5A agonist assay, luminescence, cell-based. activation, % at 9.3 µM. 340,000 tested, 0.61% active; in the data active = activation mostly above about 9.5%, no sharp cut-off; inactive = mostly below about 7.6%;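 note: 0% = cells with vehicle only and 100% = reference agonist; strong numbers were not always called active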
CDK5 inh = inhibitors of human CDK5/p35 kinase. AID 488839. inhibition, % at 10 µM. Recombinant CDK5/p35, ADP-Glo luminescence, 60 min. 330,000 tested, 0.01% active;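 active = highest replicate inhibition of at least 50% and at least 75% of replicates reaching 50%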;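 note: plate controls were DMSO neutral control for no effect and GW8510 at 10 µM for full effect; many of its hits are not listed in these tables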
NSD2 HMT inh = inhibitors of human histone methyltransferase NSD2; O96028; NSD2 peptide methylation, AlphaScreen, 120 min; inhibition, % at 12.5 µM; 310,000 tested, 0.54% active; AID 743445; in the data active = inhibition above about 50%
SR-BI DiI inh = blocks mouse SR-BI lipid uptake from DiI-HDL. ldlA[mSR-BI] CHO cells, DiI-HDL uptake fluorescence, 3 h. 320,000 tested, 0.96% active. Q61009. AID 488896. inhibition, % at 12.5 µM;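 active = mean replicate inhibition of at least 70% and a set share of replicates each scoring 70 or more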;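 note: 0% = median of neutral control wells and 100% = median of positive control wells; values of inactives mirror those of a sister screen read the other way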
Target sequence (Q61009 whole entry, looked up): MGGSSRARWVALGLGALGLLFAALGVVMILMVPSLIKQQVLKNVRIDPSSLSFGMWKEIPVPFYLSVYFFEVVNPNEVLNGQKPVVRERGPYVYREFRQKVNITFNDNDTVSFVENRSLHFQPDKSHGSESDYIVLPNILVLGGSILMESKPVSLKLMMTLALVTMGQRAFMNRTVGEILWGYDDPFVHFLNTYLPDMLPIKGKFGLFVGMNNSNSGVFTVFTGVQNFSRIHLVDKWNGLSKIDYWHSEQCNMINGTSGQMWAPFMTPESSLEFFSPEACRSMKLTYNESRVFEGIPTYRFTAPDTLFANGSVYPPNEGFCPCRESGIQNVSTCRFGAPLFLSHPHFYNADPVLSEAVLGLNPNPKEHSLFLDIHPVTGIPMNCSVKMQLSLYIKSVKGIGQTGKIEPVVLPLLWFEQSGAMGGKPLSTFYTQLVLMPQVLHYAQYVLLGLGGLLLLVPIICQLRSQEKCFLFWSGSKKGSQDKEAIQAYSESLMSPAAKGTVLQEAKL
PvdQ inh = P. aeruginosa PvdQ acylase inhibition | purified PvdQ acylase, fluorescence plate reader | inhibition, % at 10 µM | 340,000 tested, 0.063% active | AID 488965; in the data active = inhibition above about 30%, passing the limit was not always enough;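 note: 0% = vehicle neutral wells and 100% = reference inhibitor wells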
V-ATPase pH = regulators of yeast V-ATPase proton transport; response, % at 10 µM; 350,000 tested, 0.37% active; S. cerevisiae, pHLuorin cytosolic pH fluorescence; in the data active = response mostly above about 7.3%, no sharp cut-off; inactive = mostly below about 5.4%; note: actives read high; inactives centre near 0; some compounds called inactive have numbers as strong as hits; reference of the scale not given here
MITF act = activators of MITF-driven TRPM1 promoter activity in SK-MEL-5 cells; 300,000 tested, 0.75% active; activation, % at 12.5 µM; SK-MEL-5 TRPM1-promoter luciferase, 24 h; % of positive control, neutral wells = 0;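 active = mean activation of at least 80% with every replicate also reaching 80%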;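 note: 0% = neutral control wells and 100% = parthenolide positive control wells; values of inactives mirror those of a sister screen read the other way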
dFosB act = activators of mouse delta FosB homodimer. P13346. purified delta FosB, TAMRA-CDK5 oligo fluorescence polarization; percent of positive-control signal above neutral wells. activation, % at 25 µM. 340,000 tested, 0.99% active;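 active = mean activation above about 17%, with every replicate also reaching it, limit read from the data, passing the limit was not always enough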;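 note: fluorescence polarization rise as delta FosB binds a TAMRA Cdk5 AP-1 oligo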
An asterisk follows results filed as active; . = not tested or not shown; & = joins results of further samples.

Every second line gives: Wnt act, HTR5A inv ag, HTR5A ag, CDK5 inh, NSD2 HMT inh, SR-BI DiI inh, PvdQ inh, V-ATPase pH, MITF act, dFosB act
> Nc1c(-c2ccccn2)cnn1-c1nc(-c2ccc(F)cc2)cs1
    -1, -15, 5, 5.4, -5, 66, 3, 4, 36, 0
> CCS(=O)(=O)c1ccc2oc(Nc3ccc(OC)c(OC)c3)nc2c1
    -1, 2, -1, 3.0, -1, ., -17, 1, 13, -8
> COc1ccc(C2C(=O)N(CCc3ccccc3)CC(=O)N2C2CCCCC2)cc1 (centres undefined)
    -4, -7, 1, -2.4, 0, -18, -12, -2, -3, -7
> C=CCNC(=S)Nc1c(C(=O)OC)[nH]c2cc(OC)ccc12
    11, -21, 1, -1.5, 0, 15, -7, -1, ., 5
> C#CCOCCOCCOCCNc1nc(N2CCN(C(=O)[C@H](CCCN=C(N)N)n3cc(C(N)[C@@H](C)CC)nn3)CC2)nc(N2CCN(C(=O)[C@H](CCC(=O)O)n3cc([C@@H](N)CO)nn3)CC2)n1 (some centres undefined)
    -3, -14, 4, 0.4, ., 8, -3, 0, 4, -3
> CCSc1nc2nc(C)cc(C)n2n1
    ., -1, 2, 1.6, 6, -20, -21, 1, 13, 1
> COc1ccc(Cl)c2sc(N3CCN(C(=O)c4ccco4)CC3)nc12
    -3, 3, 8, -0.2, 1, 33, -7, -4, 13, -17
> COc1ccc(OC)c2[nH]c(=O)c(CCNC(=O)c3ccc(Br)o3)cc12
    ., -14, 1, -2.8, 6, 6, 17, 3, 2, -5
> CC(C)c1ccccc1NC(=O)COC(=O)CCN1C(=O)/C(=C\C=C\c2ccccc2)SC1=S
    -2, -18, -7, -0.8, 1, 6, -16, 2, -60, -3
> O=C(c1cccc(Cl)c1)N1CCC2CC1c1cc(-c3ccc(F)cc3)ccc12 (centres undefined)
    -1, 13, -4, -0.4, ., 33, 1, 6, -6, 3
> COCc1cc(=O)[nH]c(/N=C(\N)Nc2ccc(Cl)c(Cl)c2)n1
    0, ., ., -0.2, -2, 6, -3, 1, ., 8
> COc1cccc(CC(=O)NN2C(=O)NC3(CCCCC3)C2=O)c1
    -2, 5, -2, 0.2, -4, 5, -6, 0, -3, -8
> Cc1ccc(F)cc1NC(=O)N1CCCN(c2ccc(C(F)(F)F)cn2)CC1
    25, ., ., 0.5, -2, -5, 8, -8, ., -3
> O=C(/C=C/c1ccc([N+](=O)[O-])cc1)NCCOc1ccc(F)cc1
    -1, -3, -2, -0.9, 3, -28, -4, 1, -4, -4
> COc1ccc(C(=O)c2cc3cccc(OC)c3o2)cc1
    10, -8, 3, 2.2, -1, 63, 1, 0, 52, -22

Every second line gives: Wnt act, HTR5A inv ag, HTR5A ag, CDK5 inh, NSD2 HMT inh, SR-BI DiI inh, PvdQ inh, V-ATPase pH, MITF act, dFosB act
> CC(C)c1[nH]nc2c1C(c1ccco1)C(C#N)=C(N)O2 (centres undefined)
    -1, 20, -3, 2.7, 0, -21, 5, 1, -2, -6
> COc1cc(/C=N/NC(=O)c2cc(C3CC3)[nH]n2)cc(OC)c1OC
    -1, 5, 2, -1.7, ., 26, -4, -4, 0, 20*
> CCC(=O)c1c[nH]c(C(=O)NCCCN2CCOCC2)c1
    -6, 17, -7, 0.8, 1, 1, -15, 4, -1, -6
> O=C(/C=C/c1ccc(O)cc1)c1ccc(O)cc1O
    25, 4, -1, 1.1, ., 28, 1, -1, 28, 0
> O=C(CCN1C(=O)c2ccccc2C1=O)N1CCN(C(=O)c2ccccc2)CC1
    ., -9, -5, 0.3, -6, -40, -3, -4, 2, -3
> N#Cc1ccccc1OCc1cn(CC(=O)c2ccc(O)cc2)nn1
    0, 18, -5, 1.8, ., 5, -4, -2, 23, -2
> Cc1ncoc1C(=O)N1CCCC(C(=O)c2cccc3ccccc23)C1 (centres undefined)
    2, 14, 6, -1.2, -5, ., -11, -3, 3, 1
> CC(C)COCC(CN(Cc1ccccc1)c1ccccc1)N1CCCC1 (centres undefined)
    -3&-5, -9, 3, -1.0, ., 14, -9, -6, -6, 0
> CCOc1ccc(CC(=O)Nc2c(C(=O)Nc3ccccc3)oc3ccccc23)cc1OCC
    1, 8, -1, 2.4, -1, 28, 5, 2, -3, 27*
> CCN(CC)S(=O)(=O)c1cccc(NC(=O)c2cncc(Br)c2)c1
    0, 17, -1, -1.0, -1, 33, -13, -3, 3, -14
> COc1cc(-c2nc(C(=O)NC3CCCCC3)cc3c2[nH]c2ccccc23)cc(OC)c1OC
    -3, 15, 1, 0.1, ., 50, -12, 1, -4, 2
> COc1cccc(OCc2cc(/C=N/NC(=O)c3ccn[nH]3)ccc2OC)c1
    ., 14, -1, -0.1, 0, -7, -12, 1, -15, -20
> CCOC(=O)NC(NC(=S)Nc1ccccc1[N+](=O)[O-])C(Cl)(Cl)Cl (centres undefined)
    -1, 33, -2, 0.0, 9, 9, -3, 0, 5, 0
> C=Cc1c(C)c2cc3[nH]c(cc4nc(cc5nc(cc1[nH]2)C(C)=C5CCC(=O)O)C(CCC(=O)O)=C4C)c(C)c3C=C
    -1, -28&12, 2&-2, -0.2&-0.7, ., 39&59, 0&12, -3&-2, 1&-21, -12&-17
> Nc1c(C(=O)c2ccccc2)sc2c1c(=O)[nH]c(=O)n2-c1ccccc1
    ., 4, 4, 1.0, -2, 39, -2, -1, 9, -4

Structures listed so far that bear a hit mark in dFosB act.
SMILES | Wnt act | CDK5 inh | NSD2 HMT inh | SR-BI DiI inh | PvdQ inh | V-ATPase pH | MITF act | dFosB act
COc1cc(/C=N/NC(=O)c2cc(C3CC3)[nH]n2)cc(OC)c1OC | -1 | -1.7 | . | 26 | -4 | -4 | 0 | 20*
CCOc1ccc(CC(=O)Nc2c(C(=O)Nc3ccccc3)oc3ccccc23)cc1OCC | 1 | 2.4 | -1 | 28 | 5 | 2 | -3 | 27*

Rewritten field by field: part of the list above
> CC(C)COCC(CN(Cc1ccccc1)c1ccccc1)N1CCCC1 (centres undefined)
  Wnt act: -3&-5
  HTR5A inv ag: -9
  HTR5A ag: 3
  CDK5 inh: -1.0
  NSD2 HMT inh: .
  SR-BI DiI inh: 14
  PvdQ inh: -9
  V-ATPase pH: -6
  MITF act: -6
  dFosB act: 0

> CCOc1ccc(CC(=O)Nc2c(C(=O)Nc3ccccc3)oc3ccccc23)cc1OCC
  Wnt act: 1
  HTR5A inv ag: 8
  HTR5A ag: -1
  CDK5 inh: 2.4
  NSD2 HMT inh: -1
  SR-BI DiI inh: 28
  PvdQ inh: 5
  V-ATPase pH: 2
  MITF act: -3
  dFosB act: 27*

> CCN(CC)S(=O)(=O)c1cccc(NC(=O)c2cncc(Br)c2)c1
  Wnt act: 0
  HTR5A inv ag: 17
  HTR5A ag: -1
  CDK5 inh: -1.0
  NSD2 HMT inh: -1
  SR-BI DiI inh: 33
  PvdQ inh: -13
  V-ATPase pH: -3
  MITF act: 3
  dFosB act: -14

> COc1cc(-c2nc(C(=O)NC3CCCCC3)cc3c2[nH]c2ccccc23)cc(OC)c1OC
  Wnt act: -3
  HTR5A inv ag: 15
  HTR5A ag: 1
  CDK5 inh: 0.1
  NSD2 HMT inh: .
  SR-BI DiI inh: 50
  PvdQ inh: -12
  V-ATPase pH: 1
  MITF act: -4
  dFosB act: 2

Next results:
SMILES,Wnt act,HTR5A inv ag,HTR5A ag,CDK5 inh,NSD2 HMT inh,SR-BI DiI inh,PvdQ inh,V-ATPase pH,MITF act,dFosB act
O=C(NCCN1CCOCC1)C(=O)c1c[nH]c2ccccc12,3,5,-2,0.7,2,.,-14,1,.,4
c1ccc(Nc2cc(-c3ccccc3)nc3ncnn23)cc1,-1,11,-2,-1.7,6,3,11,0,11,-25
O=C(Nc1ncc(Cc2ccc(SC(F)F)cc2)s1)c1ccccc1,7,10,1,0.8,-1,-3,-2,2,12,-1
Cc1nc(-c2ccc(C(=O)O)cc2)cs1,5,6,-1,2.2,-1,-9,-6,-1,.,5
CS(=O)(=O)CCC(C(=O)n1nnc2ccccc21)N1C(=O)c2ccccc2C1=O (centres undefined),.,-6,-1,-0.5,2,-21,-17,1,-3,3
CCOc1ccc(CCNC(=O)CCS(=O)(=O)c2ccc(C)cc2)cc1OCC,1,14,-4,-1.0,-5,6,-9,3,-1,-12
CCOC(=O)c1cn(Cc2ccc(Br)cc2)nn1,-3,-17,0,-0.4,-2,3,-8,-3,3,1
C/C(=N/NS(=O)(=O)c1ccc(Cl)cc1)c1cccc(NC(=O)c2ccc(Cl)cc2Cl)c1,7,-9,7,-0.9,6,8,3,0,8,-6

Gathered by group, those above containing an aryl thioether with sulfur outside any ring
SMILES,Wnt act,HTR5A inv ag,HTR5A ag,CDK5 inh,NSD2 HMT inh,SR-BI DiI inh,PvdQ inh,V-ATPase pH,MITF act,dFosB act
CCSc1nc2nc(C)cc(C)n2n1,.,-1,2,1.6,6,-20,-21,1,13,1
O=C(Nc1ncc(Cc2ccc(SC(F)F)cc2)s1)c1ccccc1,7,10,1,0.8,-1,-3,-2,2,12,-1

Going on with the list:
SMILES,Wnt act,HTR5A inv ag,HTR5A ag,CDK5 inh,NSD2 HMT inh,SR-BI DiI inh,PvdQ inh,V-ATPase pH,MITF act,dFosB act
Cc1nn(Cc2ccccc2)c(Cl)c1C(=O)NCc1ccc(C)n1C,-7,-2,1,-1.9,3,6,-15,3,1,-6
Cc1nc(N)[nH]c(=O)c1CCCNc1ccc(CCC2(CCl)OCCO2)cc1,5,-2,0,1.2,8,-14,-12,1,67,-12
CCOc1ccc(-c2nc(CS(=O)(=O)CC(=O)NCc3ccc(F)cc3)c(C)o2)cc1,1,18,1,-1.7,.,42,-9,-1,-17,-6
CCCCc1ccc(/C=C2\C(=O)ON=C2c2ccccc2)s1,12,1,0,0.5,9,-2,-8,2,-3,-7
COc1cccc(CN(C)c2nc(-c3cccs3)nc3ccccc23)c1,-1,13,0,-4.3,-2,24,-6,6,2,-6
CCOc1ccc2nc(SCC(=O)c3cccs3)sc2c1,50*,-9,1,-1.5,0,10,-5,-4,.,-8
